MPTP inh = inhibitors of mitochondrial permeability transition pore; isolated mouse mitochondria, Ca2+ swelling absorbance, 30 min; inhibition, % at 10 µM; hit rate 1.4% among 360,000;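 active = inhibition of 50% or more, scaled per plate between neutral and stimulator controls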;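 note: 0% = DMSO wells given calcium and 100% = 1 mM EGTA wells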
A3G deaminase = blocks human APOBEC3G single-stranded DNA deamination | Q9HC16 | recombinant A3G, ssDNA deamination FAM/TAMRA fluorescence | inhibition, % at 20 µM | hit rate 0.28% among 330,000;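 active = inhibition of at least 40% at 20 µM, with no more than 30% in the related APOBEC3A deaminase screen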;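 note: plate controls were DMSO wells with A3G for no effect and wells lacking A3G enzyme for full effect; some compounds called inactive have numbers as strong as hits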
APOBEC3A inh = blocks human APOBEC3A ssDNA deamination. recombinant A3A, FAM/TAMRA ssDNA deamination fluorescence. inhibition, % at 20 µM. P31941. hit rate 0.41% among 330,000;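 active = at least 40% inhibition at 20 µM here, with at most 30% in a related deaminase screen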;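 note: plate controls were A3A with DMSO for no effect and wells lacking A3A enzyme for full effect; some results filed as inactive read as strong as hits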
Target sequence (P31941 whole entry, looked up): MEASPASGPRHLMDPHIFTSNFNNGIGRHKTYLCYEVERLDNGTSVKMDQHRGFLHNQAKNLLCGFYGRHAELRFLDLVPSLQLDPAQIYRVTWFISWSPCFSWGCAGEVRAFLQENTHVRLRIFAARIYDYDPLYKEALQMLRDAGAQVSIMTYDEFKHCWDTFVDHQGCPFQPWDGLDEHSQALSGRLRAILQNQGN
hIAP inh = human IAP inhibition; AID 2544; purified IAP, CDP-Star luminescence, 30 min; hit rate 0.12% among 330,000; inhibition, % at 10 µM;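 active = inhibition reaching a set limit with compound at 10 µM in the primary screen, cut at about 35% in these data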;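 note: plate controls were DMSO wells with enzyme for no effect and no-enzyme buffer wells for full effect; values of inactives mirror those of a sister screen read the other way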
Target sequence (P09923 whole entry, looked up): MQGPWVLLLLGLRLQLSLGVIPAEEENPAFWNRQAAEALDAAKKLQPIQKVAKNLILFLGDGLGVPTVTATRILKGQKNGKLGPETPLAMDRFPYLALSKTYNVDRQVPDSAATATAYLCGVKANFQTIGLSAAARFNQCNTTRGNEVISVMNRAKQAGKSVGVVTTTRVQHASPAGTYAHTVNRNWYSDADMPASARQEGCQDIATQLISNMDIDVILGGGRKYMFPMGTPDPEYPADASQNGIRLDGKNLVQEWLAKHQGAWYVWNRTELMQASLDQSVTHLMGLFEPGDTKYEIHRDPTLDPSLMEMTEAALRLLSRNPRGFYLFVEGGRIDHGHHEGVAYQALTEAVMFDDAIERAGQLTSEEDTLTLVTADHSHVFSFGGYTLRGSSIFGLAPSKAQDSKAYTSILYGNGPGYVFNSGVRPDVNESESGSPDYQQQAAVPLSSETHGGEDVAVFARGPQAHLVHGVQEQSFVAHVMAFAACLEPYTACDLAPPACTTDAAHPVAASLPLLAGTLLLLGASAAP
MIN6 prolif = MIN6 beta-cell proliferation induction; MIN6 cells proliferation, ATPlite luminescence, 48 h; cells starved in 0.2% serum; 100% = growth in 10% serum; proliferation, % at 10 µM; hit rate 0.29% among 330,000; AID 2380;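 active = compounds whose signal lies at least 3.5 SD above the mean of all wells on their plate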;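 note: 0% = DMSO-treated cells in low-serum medium and 100% = 10% serum control; some compounds called inactive have numbers as strong as hits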
mIAP activ = increases mouse intestinal alkaline phosphatase activity | muIAP, CDP-Star luminescence, 30 min; active compounds read high; 1 = vehicle-only enzyme signal, 0 = enzyme-free wells | activation factor at 10 µM | hit rate 0.24% among 330,000;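 active = activation factor of at least 2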; note: the source names both 10 and 20 µM as test concentration; values of inactives mirror those of a sister screen read the other way
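Assay system: mouse IAP enzyme; reagent: chemiluminescent substrate CDP-Star; dosing: test compounds delivered from DMSO solution; schedule: 30 min at room temperature; measured by: luminescence from enzymatic CDP-Star hydrolysis; controls: DMSO-only wells and no-enzyme negative control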
mIAP inh = blocks mouse intestinal alkaline phosphatase; purified mouse IAP, CDP-Star luminescence, 30 min; inhibition, % at 10 µM; hit rate 0.2% among 330,000; AID 2806;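 active = inhibition of at least 40% at 10 µM in the primary screen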;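 note: plate controls were DMSO with enzyme for no effect and no enzyme wells for full effect; values of inactives mirror those of a sister screen read the other way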
hIAP act = human IAP activation; AID 2524; hit rate 0.16% among 330,000; activation factor at 10 µM; P09923; purified human IAP, CDP-Star luminescence, 30 min; active compounds read high; 1 = vehicle-only enzyme, 0 = enzyme-free background;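 active = activation factor of the enzyme at least 2-fold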; note: the source names both 10 and 20 µM as test concentration; values of inactives mirror those of a sister screen read the other way
NR3A LBD binder = NR3A (human) ligand-binding domain modulation. NR3A LBD differential scanning fluorimetry, Tm shift; 0% = protein alone, 100% = glycine-bound protein. Tm shift relative to glycine control, % at 25 µM. hit rate 2.5% among 340,000. AID 1259313;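 active = melting temperature shift of at least 10% of the positive control shift, at one fixed dose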
* marks the source's active call; other numbers are inactive results; . = no result given.

SMILES | MPTP inh | A3G deaminase | APOBEC3A inh | hIAP inh | MIN6 prolif | mIAP activ | mIAP inh | hIAP act | NR3A LBD binder
O=C(CN1CCc2ccccc21)NN1CC(=O)N(c2ccc(Cl)cc2)CC1=O | 3.1 | -5 | -3 | -1 | -2 | 0.93 | 7 | 1 | -7
CCCCCc1cc(=O)oc2c(C(CCN3CCCC3)c3cc(OC)c(OC)c(OC)c3)c(OC)cc(OC)c12 (centres undefined) | -3.2 | -4 | -1 | 14 | -8 | 1 | -1 | 0.85 | -3
CCOC(=O)C1(Cc2ccc(Cl)cc2)CCN(C2CCC2)CC1 | -0.3 | -10 | -7 | -21 | 0 | 1 | -1 | 1.2 | 1
CCOc1ccc(/C(O)=C2/C(=O)C(=O)N(c3nc(C)c(C)s3)C2c2ccco2)cc1 (centres undefined) | -9.5 | 1 | 5 | 9 | 0 | 0.83 | 17 | 0.91 | -1
O=C(COC(=O)C1CC2C=CC1C2)NCCc1ccccc1 (centres undefined) | 1.5 | 2 | 5 | -4 | 0 | 1.1 | -15 | 1 | -2
CCOC(=O)C1=C(C)N(C)C(=S)NC1c1ccccc1 (centres undefined) | 0.5 | -9 | -5 | -4 | 0 | 1 | -2 | 1 | -2
COc1ccc(-c2cc(C(=O)Nc3ccccc3F)on2)cc1 | 1.1 | -1 | 2 | -9 | -4 | 0.94 | 6 | 1.1 | 1
Cc1cc(=O)[nH]c(N/N=C/c2ccc(OC(=O)c3ccco3)cc2)n1 | 1.7 | 0 | 3 | 23 | -4 | 1 | -2 | 0.77 | 1
CCCn1c(N)c(NCCN2CCOCC2)c(=O)[nH]c1=O | -1.7 | -4 | 4 | -5 | 1 | 1 | -4 | 1.1 | 1
CCOC(=O)c1sc(=NC(=O)c2ccc(Br)cc2)n(C)c1C | -0.7 | -7 | -3 | 0 | 0 | 0.96 | 4 | 1 | -2
O=C(NCC1(N2CCOCC2)CCCCC1)c1ccc(Cl)c(S(=O)(=O)NCc2ccco2)c1 | 1.4 | 0 | 0 | 8 | -3 | 1 | -4 | 0.92 | 0
COc1ccccc1CNC(=O)C1=CCN(S(=O)(=O)c2ccc(C)cc2)CC1 | -1.1 | 2 | 5 | -12 | -1 | 1.1 | -7 | 1.1 | 0
CCN(CC(=O)Nc1ccc(NC(C)=O)cc1)C(=O)/C=C/c1ccc2c(c1)OCO2 | -1.6 | -10 | 3 | -7 | -5 | 0.98 | 2 | 1.1 | 31*
CN(C)/C=C(\C#N)C(=O)c1cccnc1Oc1ccc(F)cc1F | -2.5 | -8 | -3 | 20 | 1 | 0.92 | 8 | 0.81 | 1
Cc1ccc(C)c(-n2c(CNC(=O)c3ccco3)nnc2SCC(=O)Nc2nccs2)c1 | 0.3 | -1 | -1 | -2 | -1 | 0.96 | 4 | 1 | 2
COc1ccc(-c2cc3nc(C)cc(C)n3n2)cc1 | 10 | 0 | 3 | -30 | -4 | 1 | 0 | 1.3 | 1
COc1ccccc1N/N=C(\C#N)C(=N)N1CCOCC1 | -0.1 | -6 | -1 | 0 | -4 | 0.96 | 4 | 1 | 0
CNS(=O)(=O)c1ccc(NC(=O)c2ccoc2C)cc1 | 0.6 | -6 | -2 | 9 | 0 | 0.95 | 5 | 0.91 | -13
COc1ccc(NC(=O)CN2CCN(S(=O)(=O)c3ccc(Br)cc3)CC2)c(OC)c1 | 0.1 | -4 | -4 | -26 | -1 | 0.88 | 12 | 1.3 | 2
O=S(=O)(c1ccc(Cl)nc1)N1CCOCC1 | -0.3 | -7 | -1 | -6 | 4 | 0.93 | 7 | 1.1 | 2
COc1cccc(OCCOc2c(OC)cccc2OC)c1 | 1.0 | -3 | 0 | -6 | 1 | 0.96 | 4 | 1.1 | -1
CC(NC(=O)c1ccc2c(c1)OCO2)C(c1cccs1)N1CCN(c2ccccc2)CC1 (centres undefined) | 0.2 | -1 | 5 | -11 | -3 | 1.4 | -35 | 1.1 | -1
CC(C)(C)c1ccc(C(=O)Nc2sc3c(c2C(=O)O)CCC3)cc1 | 1.8 | -6 | -4 | -46 | -5 | 0.87 | 13 | 1.5 | -6
O=C(O)CNC(=O)CC1S/C(=N/N=C2/NC(=O)CS2)NC1=O (centres undefined) | 2.4 | 0 | -3 | -12 | -2 | 0.81 | 19 | 1.1 | 1

2 entries from above, as comma-separated lines.
Structure,MPTP inh,A3G deaminase,APOBEC3A inh,hIAP inh,MIN6 prolif,mIAP activ,mIAP inh,hIAP act,NR3A LBD binder
COc1ccc(NC(=O)CN2CCN(S(=O)(=O)c3ccc(Br)cc3)CC2)c(OC)c1,0.1,-4,-4,-26,-1,0.88,12,1.3,2
O=S(=O)(c1ccc(Cl)nc1)N1CCOCC1,-0.3,-7,-1,-6,4,0.93,7,1.1,2

New compounds follow
SMILES | MPTP inh | A3G deaminase | APOBEC3A inh | hIAP inh | MIN6 prolif | mIAP activ | mIAP inh | hIAP act | NR3A LBD binder
COCCN1C(=O)N(c2cccc(C)c2)C(=O)C1CC(=O)Nc1ccc(OC)cc1 (centres undefined) | 0.4 | 1 | -5 | -9 | -2 | 1 | -5 | 1.1 | 7
Cc1ccc(C)c(NC(=S)NNC(=O)c2cc3c(s2)CCC(C)C3)c1 (centres undefined) | 12 | 1 | 0 | -15 | 0 | 0.99 | 1 | 1.2 | -6
CCCN(CC(=O)Nc1ccccc1OC)C(=O)c1ccc(S(=O)(=O)Nc2ccccc2)cc1 | 0.1 | -12 | -1 | -26 | -4 | 0.99 | 1 | 1.3 | -1
CC1(C)C(=O)Nc2ccccc2N1C(=O)COC(=O)c1ccc([N+](=O)[O-])o1 | 0.1 | -1 | 0 | -8 | -5 | 1.1 | -7 | 1.1 | -1
CC(=O)c1ccc(NC(=O)CCCN2C(=O)C(c3ccccc3)Oc3cccnc32)cc1 (centres undefined) | -2.3 | 0 | 0 | -2 | 2 | 0.99 | 1 | 1 | -1
O=C(c1cc(-c2ccccc2)on1)N1CCN(Cc2ccc3c(c2)OCO3)CC1 | -1.0 | -5 | -1 | 8 | 0 | 1 | 0 | 0.92 | 4
COC(=O)/C=C1\N/C(=N\c2nc(C)cc(C)n2)N(c2ccccc2)C1=O | 2.2 | -2 | 1 | -10 | -3 | 1 | -1 | 1.1 | 5
N#Cc1cc(-c2ccccc2)nc(NN)n1 | 0.5 | -5 | 1 | -10 | 0 | 0.86 | 14 | 1.1 | 1
Nc1nc(CN2CCN(c3cccc(Cl)c3)CC2)nc(N2CCCc3ccccc32)n1 | 2.9 | -6 | -4 | 14 | -4 | 1 | 0 | 0.86 | -4
CCn1c(SCC(=O)OC)nnc1C1CCCCC1 | 1.7 | -9 | -7 | -2 | -1 | 1.1 | -9 | 1 | -1
COc1ccc(C)cc1S(=O)(=O)NCC(c1cccnc1)N1CCc2ccccc2C1 (centres undefined) | 0.8 | -1 | 2 | -18 | -2 | 1.1 | -7 | 1.2 | 0
CCOCc1c(C(=O)Nc2ccccc2N2CCN(C)CC2)oc2ccccc12 | 7.3 | -8 | -4 | 4 | -4 | 0.89 | 11 | 0.96 | -1

Copied from the results shown, five compounds:
SMILES | MPTP inh | A3G deaminase | APOBEC3A inh | hIAP inh | MIN6 prolif | mIAP activ | mIAP inh | hIAP act | NR3A LBD binder
COC(=O)/C=C1\N/C(=N\c2nc(C)cc(C)n2)N(c2ccccc2)C1=O | 2.2 | -2 | 1 | -10 | -3 | 1 | -1 | 1.1 | 5
N#Cc1cc(-c2ccccc2)nc(NN)n1 | 0.5 | -5 | 1 | -10 | 0 | 0.86 | 14 | 1.1 | 1
Nc1nc(CN2CCN(c3cccc(Cl)c3)CC2)nc(N2CCCc3ccccc32)n1 | 2.9 | -6 | -4 | 14 | -4 | 1 | 0 | 0.86 | -4
CCn1c(SCC(=O)OC)nnc1C1CCCCC1 | 1.7 | -9 | -7 | -2 | -1 | 1.1 | -9 | 1 | -1
COc1ccc(C)cc1S(=O)(=O)NCC(c1cccnc1)N1CCc2ccccc2C1 (centres undefined) | 0.8 | -1 | 2 | -18 | -2 | 1.1 | -7 | 1.2 | 0

Following part
SMILES | MPTP inh | A3G deaminase | APOBEC3A inh | hIAP inh | MIN6 prolif | mIAP activ | mIAP inh | hIAP act | NR3A LBD binder
O=C(CCCOc1ccc(Br)cc1)Nc1nnc(C2CC2)s1 | -0.5 | -6 | 1 | -2 | -1 | 1.1 | -6 | 1 | 5
CCOC(=O)C(C)N1C(=O)S/C(=C/c2ccc3c(c2)n(C)c(=O)n3C)C1=O (centres undefined) | -3.8 | -4 | -5 | 0 | -2 | 0.92 | 8 | 1 | 0
Cn1cc(SCC(=O)NCCc2ccccc2)c2ccccc21 | 0.7 | -3 | 2 | -2 | -3 | 0.93 | 7 | 1 | 0
CCOc1ccc(-n2nc3c(Cl)nnc(C)c3c2C)cc1 | 0.7 | -4 | 4 | 10 | -2 | 1 | -4 | 0.9 | 3
FC(F)(F)c1ccccc1NC(=S)Nc1ccccc1 | 0.2 | -3 | -2 | 6 | -1 | 0.89 | 11 | 0.94 | -1
c1cncc(-c2nc(-c3ccc4c(c3)OCO4)cs2)c1 | -0.7 | -4 | -1 | -26 | -2 | 1 | -4 | 1.3 | -30
CCOC(=O)c1cc(-c2ccc(C)cc2)n(CCC(=O)NCCCOC)c1C | -0.2 | -6 | -5 | -2 | 0 | 1 | 0 | 1 | -2
CN(C)S(=O)(=O)N1CCC(n2nccc2NC(=O)CCc2ccccc2)CC1 | 0.2 | 3 | 5 | -5 | 3 | 0.96 | 4 | 1.1 | 0
COC(=O)c1c(NC(=O)CSc2nc3nc(C)cc(C)n3n2)sc(C)c1C | 2.7 | -3 | 1 | 11 | -1 | 0.94 | 6 | 0.89 | -3
CCOC(=O)C1=C(C)N(c2ccccc2)C(=O)C1 | -0.6 | -5 | -2 | 5 | 3 | 1 | -1 | 0.95 | -2
COc1ccccc1C(=O)NCCC(=O)NC1=NCCS1 | -2.5 | -5 | -3 | -7 | -1 | 1.1 | -11 | 1.1 | 1
COc1cc(NC(=O)c2ccc(F)cc2)ccc1NC(=O)c1cc2ccccc2o1 | -0.2 | -2 | 1 | -8 | 0 | 1 | -4 | 1.1 | 4
Cc1ccc(CNc2ccc(N3C(=O)CCCC3=O)cc2[N+](=O)[O-])cc1 | 3.9 | 0 | 1 | 13 | 0 | 0.89 | 11 | 0.87 | 2
O=c1c2ccccc2c2c(O)nc(-c3ccccc3)n2n1Cc1ccccc1 | 0.1 | -11 | -6 | -9 | -2 | 0.92 | 8 | 1.1 | -2
COc1cc(C(=O)NNC(=O)CCOc2cccc(Br)c2)cc(OC)c1OC | 0.5 | 4 | 1 | -37 | -7 | 1.1 | -15 | 1.4 | -1
c1ccc2[nH]c(NCCN3CCOCC3)nc2c1 | 0.4 | -9 | -2 | -16 | 0 | 1 | 0 | 1.2 | 0
COc1ccc(CN2CCC(CO)(Cc3ccccc3C(F)(F)F)CC2)c(F)c1 | 5.7 | -5 | -2 | -4 | -3 | 1.1 | -8 | 1 | -1
Clc1ccc(NCc2ccsc2)cc1 | . | -5 | -6 | 10 | -3 | 1.1 | -6 | 0.91 | .
Cc1ccccc1Oc1ccc(Oc2ccccc2C)nn1 | 0.6 | 5 | 3 | 8 | -1 | 0.99 | 1 | 0.92 | 1

Source: PubChem BioAssay (Sanford-Burnham Center for Chemical Genomics)
